MBNL1 CUG block: MBNL1-poly(CUG) RNA binding inhibition | Q9NR56 | TR-FRET MBNL1-His/biotin-(CUG)12 binding, 665/545 ratio | Potency, µM (highest dose often 57.5 µM), for inactives: at the top dose activity change, negative = inhibition, hits mostly inhibitors | hit rate 0.036% among 280,000; active means well fitted inhibition curve with a large enough effect in the signal ratio, with a control signal flat, not every such curve was filed as active; inconclusive means small, poorly fitted or top-dose-only effect, or effect the other way, or a change in a side signal; inactive means no such curve, though single readings can be large or run the other way; the % refers to the signal ratio; further: potency means the concentration at half of the fitted maximal effect; on the % scale 0 is the no-effect control and ±100 the full control effect
Target sequence (Q9NR56 whole entry, looked up): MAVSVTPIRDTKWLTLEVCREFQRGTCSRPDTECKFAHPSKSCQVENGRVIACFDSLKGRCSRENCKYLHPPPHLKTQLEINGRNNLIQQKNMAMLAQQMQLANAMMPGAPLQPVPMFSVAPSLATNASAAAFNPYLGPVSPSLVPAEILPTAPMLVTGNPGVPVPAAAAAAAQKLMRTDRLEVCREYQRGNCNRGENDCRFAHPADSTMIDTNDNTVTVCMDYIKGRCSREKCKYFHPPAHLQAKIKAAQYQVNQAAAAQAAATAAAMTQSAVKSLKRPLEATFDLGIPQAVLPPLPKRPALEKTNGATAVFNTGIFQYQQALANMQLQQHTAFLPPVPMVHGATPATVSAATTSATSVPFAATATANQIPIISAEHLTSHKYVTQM
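Inhibition of protein-RNA binding appears as loss of TR-FRET between terbium anti-His antibody on MBNL1-His and streptavidin-XL665 on biotin-(CUG)12. Activity is normalized to buffer-only and uninhibited-complex controls.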
PKM2 act: activators of human pyruvate kinase M2; purified PKM2, Kinase-Glo ATP luminescence, activation; response scale: 0% is enzyme alone, no compound; hit rate 0.34% among 260,000; Potency, µM (highest dose often 57.5 µM), for the others: at the top dose activation, hits mostly activators; AID 1631; P14618; further: potency means the concentration at half of the fitted maximal effect; on the % scale 0 is the no-effect control and ±100 the full control effect; nearly all actives have a fitted effect of over 55% in size
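Purified hPK-M2 (>95% pure) converted ADP (0.1 mM final) to ATP with 0.5 mM PEP in 50 mM imidazole pH7.2, KCl, MgCl2, Tween 20, BSA; 1 h at room temperature. ATP detected by Kinase-Glo luminescence.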
TSHR antagonist: human thyrotropin receptor antagonism | TSHR-expressing cells, TSH-stimulated cAMP HTRF, 2 h; hits give low values | activity change, negative = inhibition, % at 11.5 µM | hit rate 0.2% among 330,000;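 active means activity change below a set negative limit, meaning inhibition stronger than a set level, cut at about -70% in these data; inconclusive means activity change between two set negative limits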; further: on the % scale 0 is the no-effect control and ±100 the full control effect
Target sequence (P16473 whole entry, looked up): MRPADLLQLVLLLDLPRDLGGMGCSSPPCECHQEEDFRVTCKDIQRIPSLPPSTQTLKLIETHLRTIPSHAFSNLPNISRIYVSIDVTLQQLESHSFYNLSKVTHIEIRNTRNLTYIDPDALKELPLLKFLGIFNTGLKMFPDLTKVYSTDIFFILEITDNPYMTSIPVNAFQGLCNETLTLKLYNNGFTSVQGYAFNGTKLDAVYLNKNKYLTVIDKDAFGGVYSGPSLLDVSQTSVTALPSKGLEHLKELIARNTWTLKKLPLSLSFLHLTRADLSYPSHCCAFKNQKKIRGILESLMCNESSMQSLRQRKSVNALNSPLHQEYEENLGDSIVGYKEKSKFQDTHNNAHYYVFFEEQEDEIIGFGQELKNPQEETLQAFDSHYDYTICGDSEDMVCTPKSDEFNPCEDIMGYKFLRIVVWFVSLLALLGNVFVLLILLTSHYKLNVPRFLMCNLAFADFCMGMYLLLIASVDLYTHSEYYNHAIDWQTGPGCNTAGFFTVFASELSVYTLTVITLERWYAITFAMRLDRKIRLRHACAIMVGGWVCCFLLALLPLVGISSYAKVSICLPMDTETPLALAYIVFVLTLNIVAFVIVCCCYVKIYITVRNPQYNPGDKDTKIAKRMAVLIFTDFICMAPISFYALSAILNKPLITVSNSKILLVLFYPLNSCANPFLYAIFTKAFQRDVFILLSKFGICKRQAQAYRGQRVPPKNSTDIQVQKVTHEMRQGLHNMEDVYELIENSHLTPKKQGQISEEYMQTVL
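TSHR-expressing cells were treated with compounds, then stimulated with TSH at EC80 (4nM final) for 2 hours at 37 deg C. Cellular cAMP was measured by HTRF competition between lysate cAMP and cAMP-d2 for a cryptate-labelled anti-cAMP antibody.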
Menin-MLL TR inh: inhibitors of human menin-MLL interaction, mutant MLL peptide | Menin + Texas Red MLL mutant peptide, fluorescence polarization | Potency, µM (doses to about 61.6 µM), without a hit: at the highest dose FP activity change, negative = inhibition, actives largely listed as inhibitors | hit rate 0.23% among 270,000; active means well fitted inhibition curve with a large enough effect in the polarisation, with a control signal flat, not every such curve was filed as active; inconclusive means small, poorly fitted or top-dose-only effect, or effect the other way, or a change in a side signal; inactive means no such curve, though single readings can be large or run the other way; the % refers to the polarisation; further: potency means the concentration at half of the fitted maximal effect; % of control where 0% means no effect; many of its hits are not listed in these tables
hERG WT inh: KCNH2 (human, wildtype) channel inhibition | AID 720551 | Q12809 | U2OS, BacMam KCNH2, thallium flux FluxOr; hits give low values | hit rate 0.37% among 340,000 | activity change, % at 1.84 µM;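 active means maximum activity change below -70%; inconclusive means maximum activity change between -70% and -50%; inactive means maximum activity change above -50%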; further: on the % scale 0 is the no-effect control and ±100 the full control effect
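U2OS cells transduced with wild-type KCNH2 virus are loaded with FluxOr dye for 45 min, and thallium flux is measured in kinetic reads before and after stimulation buffer. Rate constants are normalized to DMSO controls.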
Eya2 phos inh: Eya2 (human) phosphatase inhibition; hit rate 0.006% among 330,000; O00167; recombinant Eya2, OMFP fluorescence dephosphorylation (OMFP is methylfluorescein phosphate); Potency, µM (titrated, usually from 76.9 µM), inactives show at the highest dose activity, negative = inhibition, hits mostly inhibitors; AID 488837; further: potency means the concentration at half of the fitted maximal effect; on the % scale 0 is the no-effect control and ±100 the full control effect
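Eya2 (0.2 uM) preincubated 10 min at ambient with compound, then OMFP substrate added at 50 uM; 10 min reaction in 50 mM HEPES pH 7.5, 50 mM NaCl, 5 uM MgCl2, 0.05% BSA, 1 mM DTT. Fluorescence read at Ex 485/Em 525 nm.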
USP2a block: inhibitors of human ubiquitin-specific protease USP2a | O75604 | USP2 core, Ub-CHOP2 coupled fluorogenic reporter, 485/531 | Potency, µM (top dose mostly 38.3 µM), for inactives: top-dose activity change, negative = inhibition, hits mostly inhibitors | hit rate 0.01% among 330,000 | AID 463254;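 further: potency means the concentration at half of the fitted maximal effect; plate controls were DMSO wells for no effect and full inhibition by NEM control for full effect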
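Deubiquitinase activity read as fluorescence (485/531 nm) after Ub-CHOP2 cleavage activates the enterokinase reporter on its substrate; USP2 core 10nM, Ub-CHOP2 and substrate 25nM each, 30min compound preincubation then 60min RT; data normalized to NEM, curves fitted.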
S-ASM inh: human S-ASM enzyme inhibition | hit rate 0.006% among 340,000 | placental ASM, HMU-PC fluorogenic substrate, 60 min | AID 504937 | P17405 | Potency, µM (series often up to 57.5 µM), for the others: at the highest dose activity change, negative = inhibition, usual class: inhibitors; further: potency means the concentration at half of the fitted maximal effect
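Fluorogenic HMU-PC substrate (9 uM final) is turned over by placental ASM in 60 min at 37 C after a 10 min compound preincubation. Reaction ended by alkaline stop (pH 10), with fluorescence read at 386/447 nm.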
Mito fusion act: inhibitors of mitochondrial division or activators of mitochondrial fusion. S. cerevisiae fusion-defective mutant growth rescue, CellTiterGlo 48 h. Potency, µM (series often up to 46.1 µM), without a hit: top-dose growth rescue (activation), hits mostly activators. hit rate 0.23% among 320,000. AID 485298;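 further: potency means the concentration at half of the fitted maximal effect; % of control where 0% means no effect; nearly all actives have a fitted effect of over 45% in size; temperature-sensitive fusion mutants such as fzo1-1 at 37 °C on non-fermentable ethanol glycerol medium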
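Compounds are tested for their ability to restore growth of mitochondrial fusion-defective yeast strains at non-permissive 37C in YPEG medium over 48 hours. Viability is quantified by luciferase luminescence.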
GALK inh: galactokinase (human) inhibition; AID 1868; P51570; hit rate 0.007% among 270,000; Potency, µM (highest dose often 57.5 µM), without a hit: at the highest dose activity change, negative = inhibition, usual class: inhibitors; Purified GALK, Kinase-Glo residual ATP luminescence; further: potency means the concentration at half of the fitted maximal effect; on the % scale 0 is the no-effect control and ±100 the full control effect
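GALK at 5 nM final was combined with compound, 35 uM ATP and 100 uM galactose in HEPES pH8.0 with MgCl2 and DTT. The reaction ran one hour at room temperature before luminescent ATP detection.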
BCR signal inh: blocks chronic active B-cell receptor signaling | AID 493014 | ABC-DLBCL IkBa-CBG/CBR reporter, luminescence ratio, 4 h | hit rate 0.05% among 340,000 | Potency, µM (titrated, usually from 46.1 µM), for inactives: at the top dose ratio change, negative = lower green/red ratio, usual class: inhibitors; active means well fitted inhibition curve with a large enough effect in the signal ratio, with a control signal flat, not every such curve was filed as active; inconclusive means small, poorly fitted or top-dose-only effect, or effect the other way, or a change in a side signal; the % refers to the signal ratio;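 further: potency means the concentration at half of the fitted maximal effect; plate controls were basal doxycycline-induced cells for no effect and cells given 10 µM MG132 for full effect; MG132 reads +100%, hits lower the ratio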
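TMD8 ABC-DLBCL cells carrying doxycycline-inducible green luciferase fused to IkappaBalpha plus unfused red luciferase were exposed to compounds (up to 46 uM) for 4 hrs at 37C. Activity came from the overlap-corrected green/red luminescence ratio.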
Numbers without * were called inactive; ? = inconclusive; nt = not tested or not shown; [ ] = dose if it differs, or a comment. Unless noted, the call rests on the fitted dose curve; in most records, active means well fitted curve in the direction sought with a large enough effect; inconclusive means small, poorly fitted or top-dose-only effect, or another doubt; inactive means no such curve, though single readings can be large; an effect the other way counts as inactive or inconclusive.

SMILES	MBNL1 CUG block	PKM2 act	TSHR antagonist	Menin-MLL TR inh	hERG WT inh	Eya2 phos inh	USP2a block	S-ASM inh	Mito fusion act	GALK inh	BCR signal inh
CCOc1ccccc1Nc1nnc(SCC(=O)Nc2cccc(S(=O)(=O)NC3=NCCCCC3)c2)s1	2.0%	-16.1%	1.5	-2.3%	3.1	-1.1%	-6.6%	nt	-2.6%	1.4%	?
CC(=O)OCCn1c(=O)c2cc3c(=O)n(CCOC(C)=O)c(=O)c3cc2c1=O	?	0.0%	-0.2	8.0%	0.7	3.2%	0.2%	2.1%	-2.4%	-0.4%	1.2%
O=C(Nc1nncs1)c1ccccc1NS(=O)(=O)c1cccs1	-2.6%	-21.8%	3.7	?	5.3	-16.4%	-1.1%	130.3%[activator]	-2.9%	0.8%	17.8%
O=C(NCc1ccc(Cl)cc1)C(=O)NCC1OCCN1S(=O)(=O)c1cc(F)ccc1F (stereo not drawn)	?	2.7%	10.1	nt	-2.9	3.5%	3.7%	-1.9%	0.1%	1.3%	-1.4%
Cc1ccc(C(=O)O)cc1NC(=O)CSc1ncnc2sc3c(c12)CCC3	-4.3%	-38.2%	-11.7	nt	-1.0	4.8%	-0.6%	2.4%	2.1%	nt	13.4%
Cc1ccc(NS(=O)(=O)c2cccc(C(=O)NCC(c3ccco3)N3CCCC3)c2)cc1 (stereo not drawn)	nt	nt	32.2	nt	15.1	3.9%	-1.4%	-0.7%	-5.1%	nt	0.2%
O=C(/C=C/c1ccc([N+](=O)[O-])cc1)OCC(=O)N1CCCC1	nt	nt	24.5	nt	5.9	5.0%	2.9%	-2.3%	nt	nt	2.9%
CC(C(=O)O)n1c2ccccc2c2cnn(C)c(=O)c21 (stereo not drawn)	-2.9%	nt	-3.8	-1.3%	0.0	-2.8%	-0.3%	4.9%	5.3%	1.5%	-1.1%
CCOC(=O)C1CCN(C(c2cc(OC)c(OC)c(OC)c2)c2sc3nc(C)nn3c2O)CC1 (stereo not drawn)	-1.7%	0.3%	-10.5	-5.2%	-1.6	2.0%	0.2%	2.9%	1.7%	1.3%	?
CC1(C)NC(=O)N(CCOCCOc2c(Cl)cc(Cl)cc2Cl)C1=O	4.9%	-0.6%	-8.9	3.9%	-4.8	4.1%	2.7%	3.2%	1.0%	4.6%	-8.0%
CCCCn1nc(NC(=O)CCC)c2cc3cc(OC)ccc3nc21	13.1%	nt	-6.7	20.6%	13.3	-14.0%	-0.5%	383.8%[activator]	-2.5%	-0.8%	14.6%
CC(C)=CCN1CCN(Cc2ccc(C#CC(C)(C)O)s2)CC1CCO (stereo not drawn)	3.5%	8.4%	28.2	4.5%	2.4	13.0%	12.3%	8.3%	-2.3%	0.8%	4.0%
Cn1cc(CN2CCC(CO)(CCCc3ccccc3)CC2)c(-c2ccccc2)n1	-17.3%	-5.7%	14.0	nt	16.3	-3.6%	-0.3%	-0.6%	4.2%	-2.4%	?
COc1ccccc1/C=C1\SC(=S)N(Nc2nc(C)cc(C)n2)C1=O	2.2%	-0.9%	-11.0	0.1%	0.6	9.7%	0.9%	-7.8%	-1.0%	-2.5%	?
CN(C)S(=O)(=O)c1ccc(C(=O)OCCc2ccccc2)cc1	0.3%	-5.0%	-7.9	0.0%	-0.4	-6.0%	1.0%	-5.0%	1.6%	-1.2%	14.9%
Cc1c(Cl)cccc1NC(=O)CCS(=O)(=O)c1cccc2nonc12	?	-1.9%	2.0	-10.3%	1.4	-12.2%	1.6%	2.9%	1.7%	1.2%	-4.8%
CCOC(=O)c1c[nH]n(-c2ccccc2)c1=O	-16.8%	-7.5%	2.0	-1.8%	-3.1	5.4%	-0.7%	-0.1%	3.7%	2.2%	?
O=C1CCC(=O)N1CNc1ccccn1	1.4%	-2.6%	0.9	18.5%	12.0	-14.0%	4.3%	-6.2%	1.8%	-4.7%	5.0%
Cn1c(-c2ccsc2)c(-c2cccs2)c2cc(-c3cccc4[nH]ccc34)ccc21	nt	nt	-11.6	nt	-4.5	4.5%	-1.9%	17.8%	?	nt	9.2%
CCN(C(=O)COC(=O)Cc1c[nH]c2ccccc12)C1CCS(=O)(=O)C1 (stereo not drawn)	0.8%	8.0%	-11.5	nt	-6.6	-0.8%	1.7%	0.9%	-0.7%	-1.6%	6.9%
COc1ccccc1N1CCN(CC(=O)N(CC(C)C)c2c(N)n(CC(C)C)c(=O)[nH]c2=O)CC1	-5.9%	10.4%	23.6	-0.6%	-6.3	6.4%	9.7%	2.8%	-0.1%	-3.2%	4.5%
COc1ccc(N2C(=O)c3cc4ccccc4cc3C2=O)cc1	9.4%	nt	-1.9	-28.3%	11.5	-12.1%	0.1%	-0.7%	-12.9%	-1.9%	?
Cc1nc2ccccc2n1S(=O)(=O)c1ccc(Br)cc1	-19.4%	1.4%	-20.3	-9.3%	-2.7	-0.2%	-0.3%	4.6%	19.9%	2.4%	-1.8%
O=C(Nc1ccnn1C1CCN(C(=O)c2ccc(F)cc2)CC1)C1CCOC1 (stereo not drawn)	-4.1%	2.8%	-4.4	0.2%	6.2	1.1%	-0.5%	1.0%	-1.0%	-4.8%	0.3%
COc1ccc(OC)c(/C=N\NC(=O)c2cc3c(ccc4ccccc43)o2)c1	-0.6%	-6.7%	-6.7	nt	12.8	-0.4%	1.0%	nt	-4.5%	-1.3%	4.1%
Next compounds:
SMILES	MBNL1 CUG block	PKM2 act	TSHR antagonist	Menin-MLL TR inh	hERG WT inh	Eya2 phos inh	USP2a block	S-ASM inh	Mito fusion act	GALK inh	BCR signal inh
CC1CCCCC1NCC(=O)NCc1ccc(F)cc1 (stereo not drawn)	nt	0.1%	10.3	-9.7%	-0.1	-0.7%	-0.6%	-0.7%	12.8%	-6.7%	-5.0%
CCSc1nc(C)nc2c1oc1ccccc12	1.3%	-3.7%	-4.5	-5.1%	-5.5	-13.5%	1.4%	-2.6%	-3.5%	-1.6%	7.0%
Cc1ccc(S(=O)(=O)N(C#N)c2nc(C)cc(C)n2)cc1	-1.1%	1.3%	5.5	7.3%	-0.3	-16.7%	0.8%	4.1%	-3.8%	0.0%	-2.1%
O=c1cnnc(Nc2ccc(Cl)c(C(F)(F)F)c2)[nH]1	-29.0%	2.9%	-6.5	45.1%[activator]	0.9	5.6%	-0.3%	-2.1%	4.7%	-19.4%	?
CNS(=O)(=O)c1cc(OC)c(OC)cc1CC(=O)OC	-10.9%	0.4%	14.5	-2.2%	1.0	1.6%	0.9%	1.2%	4.8%	7.6%	-10.3%
CNC(=O)C(=O)NCC(c1cccs1)S(=O)(=O)c1ccc(F)cc1 (stereo not drawn)	-6.0%	nt	8.2	nt	-17.9	2.2%	0.7%	5.2%	8.7%	-4.9%	0.4%
N#Cc1cccc(S(=O)(=O)NCC(=O)NCc2ccc3c(c2)OCO3)c1	nt	nt	-0.1	nt	-2.4	-1.8%	0.6%	4.0%	-1.6%	nt	?
CCc1nc(NCCC(C)C)c(C#N)c2c1CCCC2	-9.0%	-4.0%	-2.7	-10.0%	-5.5	7.0%	-6.8%	7.3%	1.7%	0.0%	16.3%
COC(=O)[C@]12C(=O)C(C)=C(O)[C@@]1(C)C(C)=CC1[C@@]34CC[C@@H](OC(C)=O)C(C)(C)C3C(C[C@]12C)OC4=O (stereo partly drawn)	-3.2%	2.8%	2.9	nt	-7.6	4.2%	-0.4%	-0.4%	0.4%	-0.5%	-2.1%
O=C(OCc1nnc(-c2ccccc2)o1)c1cc(S(=O)(=O)N2CCOCC2)ccc1F	nt	nt	-12.8	nt	13.3	-12.6%	0.9%	0.2%	1.3%	nt	11.5%
COc1ccc(C(C(=O)NC2CCCC2)N(C(=O)c2ccco2)c2ccccc2OC)cc1 (stereo not drawn)	0.2%	nt	-7.3	nt	1.9	-4.9%	3.0%	36.6%	-0.5%	0.1%	0.3%
COc1ccc(CC(=O)NCc2ccccc2Cl)cc1S(=O)(=O)N1CCOCC1	1.7%	-4.8%	8.3	0.1%	22.7	15.6%	-1.9%	-2.4%	-1.2%	7.2%	4.1%
Cc1sc2nc(CSCC(=O)N(C)CC(=O)Nc3ccc(F)cc3)[nH]c(=O)c2c1C	nt	nt	6.5	nt	17.9	-4.2%	0.2%	2.4%	-6.1%	nt	?
Cc1sc(NC(=S)Nc2ccc(F)cc2)c(C(N)=O)c1C	475.3%[activator]	-0.3%	-5.2	?	5.2	2.8%	-1.1%	6.6%	8.9%	-0.6%	14.1%
NC1=NCc2ccccc21	0.7%	-0.1%	4.6	17.0%	-11.5	-7.9%	0.8%	0.6%	0.6%	-3.8%	-17.9%

An excerpt; the hit share may differ from the screen's.
